Source: PubChem BioAssay
M. tuberculosis GlmU = inhibition of mycobacterial GlmU enzyme – biochemical, glucosamine-1-phosphate acetyltransferase (AID 1376) | Bifunctional protein GlmU (Mycobacterium tuberculosis (strain ATCC 25618 / H37Rv)) | M. tuberculosis GlmU acetyltransferase enzyme assay; higher % means a stronger effect | inhibition, %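 (tested at 30 µM in the primary screen)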; hits with a dose series show IC50 in µM | 220,000 compounds, 0.25% hits; in the data active = inhibition above about 13%; inconclusive = no clear call, values can overlap the other calls;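 also: 0% = complete reaction with vehicle and 100% = reaction without substrate; strong numbers were not always called active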
Mtb RmlCD inh = M. tuberculosis RmlC/RmlD coupled enzyme inhibitors, primary screen, biochemical, compound mixtures, 384-well, from 1536-well plates | dTDP-4-dehydrorhamnose reductase (Mycobacterium tuberculosis (strain ATCC 25618 / H37Rv)) … | RmlC+RmlD coupled enzyme assay, percent inhibition; primary screen in compound mixtures | inhibition, % at 3.6 µM | 160,000 compounds, 0.03% hits | AID 1533, 2009; in the data active = inhibition mostly above about 34%, no sharp cut-off; inconclusive = no clear call, values can overlap the other calls; inactive = mostly below about 22%; also: some results filed as inactive read as strong as hits
Target sequence (P9WH09 whole entry, looked up): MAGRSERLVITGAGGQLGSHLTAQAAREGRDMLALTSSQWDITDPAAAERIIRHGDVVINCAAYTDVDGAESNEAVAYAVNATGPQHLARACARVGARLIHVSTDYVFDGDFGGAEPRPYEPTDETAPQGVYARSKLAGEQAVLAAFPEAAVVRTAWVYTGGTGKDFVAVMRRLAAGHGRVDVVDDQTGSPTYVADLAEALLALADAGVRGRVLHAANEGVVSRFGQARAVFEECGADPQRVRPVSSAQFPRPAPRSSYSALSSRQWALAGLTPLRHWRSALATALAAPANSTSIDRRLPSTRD
Target sequence (P9WH11 whole entry, looked up): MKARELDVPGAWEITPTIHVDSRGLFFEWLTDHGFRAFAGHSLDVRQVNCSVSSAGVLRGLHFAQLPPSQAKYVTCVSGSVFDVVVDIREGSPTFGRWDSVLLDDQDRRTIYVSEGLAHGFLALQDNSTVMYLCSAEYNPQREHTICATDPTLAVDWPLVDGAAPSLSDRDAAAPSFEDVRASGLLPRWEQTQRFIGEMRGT
* hit, by the source's call; ? = inconclusive; . = no result given.

SMILES	M. tuberculosis GlmU	Mtb RmlCD inh
COc1ccc(C(c2nnnn2C2CCCC2)N2CCC(C(N)=O)CC2)c(OC)c1 (stereo unspecified)	1.1%	33
COc1cc(C)ccc1OCCOc1c(Cl)cc(Cl)cc1Cl	4.0%	3
Nc1c(NCCN2CCCCC2)c2ccccc2oc1=O	5.9%	-10
O=C(O)c1ccc(NS(=O)(=O)c2cc(Cl)ccc2Cl)cc1O	2.5%	8
Cc1cc(O)cc(O)c1-c1onc(C(F)(F)F)c1-c1cscn1	-3.3%	34
O=C(CN(C1CCCCC1)S(=O)(=O)c1ccc(Cl)cc1)N1CCOCC1	0.7%	7
Cc1ccc(-c2nc3cc(NC(=O)C(C)C)ccc3o2)cc1C	0.0%	.
Cc1cccc2cc(CN(Cc3ccco3)C(=O)NC3CCCCC3)c(=O)[nH]c12	1.8%	.
COCCCNC(=O)CCSc1ccc(C)cc1	1.8%	-11
Cc1ccn2c(Nc3ccc4c(c3)OCO4)c(-c3ccc(O)cc3)nc2c1	3.3%	-2
Cc1ccc(C(NC(=O)C2CCCCC2)c2c(O)ccc3ccccc23)cc1 (stereo unspecified)	0.5%	-2
O=C(OCc1ccccc1F)c1ccc2c(c1)-c1ccccc1C2=O	0.1%	.
CN(C)c1cc(Cl)c2nonc2c1N	2.1%	1
COc1cccc(C(=O)NCC(=O)N/N=C/c2cn[nH]c2-c2ccccc2)c1	2.1%	6
COc1cc(Cn2c(=O)oc3ccc(C)cc32)ccc1OC(C)C	1.9%	.
CCN1C(=O)c2cccc3c(S(=O)(=O)Nc4ccccc4OC)ccc1c23	.	8
CC(C)(C)c1nnc(NC(=O)c2ccc(Cl)nc2)s1	-4.3%	3
NC(=O)C1CCN(C(=O)C2c3ccccc3C(=O)N3CCc4ccccc4C23)CC1 (stereo unspecified)	2.7%	5
COc1ccc(C2c3c(oc4ccc(Cl)cc4c3=O)C(=O)N2CCN2CCOCC2)cc1 (stereo unspecified)	2.8%	.
O=C(Nc1ccc(NC(=O)c2ccccc2)nc1)c1ccncc1	1.4%	.
O=C(NC(=S)Nc1ccc(N2CCN(C(=O)c3ccccc3)CC2)cc1)c1cccs1	1.7%	16
CCN1C(=O)C(CC(=O)Nc2ccc(Br)cc2)N(CCCc2ccccc2)C1=S (stereo unspecified)	2.8%	6
COC/C=C/C1=CC2=CC(=O)C(C)(OC(=O)c3cnc4ccccc4n3)C(=O)C2=CN1c1ccccc1 (stereo unspecified)	-4.6%	.
Cc1nnc(-c2cnn(C)c2N)n1Cc1ccccc1F	-4.5%	.
Cc1ccccc1C(CC(=O)c1cccs1)C(C#N)C#N (stereo unspecified)	1.7%	3
CCn1c(SCc2ccccc2)nc2c(c1=O)SCC2	-4.6%	-11
CSc1nc(-c2ccccc2)nc(N2CCOCC2)c1C(C)=O	-4.6%	13
O=C(O)c1ccc(-c2noc(-c3cccc(C(F)(F)F)c3)n2)cc1	4.4%	.
CC(C)C[C@H](NC(=O)OC(C)(C)C)c1nnc(SCC(=O)Nc2ccc(Br)cc2)o1	-5.2%	.
CC1=CC(=O)CC(C)(C)C1(O)/C=C/C(C)=C/C(=O)O (stereo unspecified)	9.2%	.
O=C(c1cc(-c2ccccc2)nc2ccccc12)N1CCc2ccccc2C1	1.7%	.
COc1ccc(C2Nc3ccccc3C(=O)N2Cc2ccco2)cc1COc1ccc([N+](=O)[O-])cc1 (stereo unspecified)	0.4%	.
Cc1c(C(=O)OCCOc2ccccc2)[nH]c2c1C(=O)CCC2	2.6%	.
Cc1c(CN(C)C(=O)/C=C/c2ccc([N+](=O)[O-])cc2)cnn1C	-3.6%	21
CCOc1ccc(N(CC(=O)NC(C)CC)S(=O)(=O)c2c(C)noc2C)cc1 (stereo unspecified)	3.3%	7
Cc1cc(C)c(NC(=S)NCCO)c(C)c1	-3.6%	.
COc1cc2oc3ccccc3c2cc1N(CC(=O)N(C)C)S(=O)(=O)c1ccc(C)cc1	-4.6%	7
COc1ccc(-c2csc(-c3cccnc3)n2)cc1C	-3.7%	-7
C=CCN1C(=O)/C(=C\c2ccc(Oc3nc(N4CCOCC4)nc(N4CCOCC4)n3)c(OC)c2)SC1=S	1.1%	-5
COc1ccc(/C=N/NC(=O)CN2CCCc3ccccc32)c(OC)c1	-1.6%	-12
Cc1ccc(SCc2cc(=O)[nH]c(SCC(=O)Nc3cc(Cl)ccc3Cl)n2)cc1	-7.7%	-9
O=C(N/N=C/C(Br)=C\c1ccccc1)c1cccs1	0.4%	1
Cc1ccc(-n2c(SCC(=O)NCc3ccco3)nc3c(sc4ccccc43)c2=O)cc1	-4.0%	1
CCCS(=O)(=O)N1CCN(Cc2ccccc2[N+](=O)[O-])CC1	-5.2%	7
CCn1c(NC(=O)c2ccc(C)cc2)c2ccccc2nc1=O	-1.8%	.
Cc1ccc(C2CC(=O)N(c3ccc(F)cc3)C3=C2C(=O)CCC3)cc1 (stereo unspecified)	7.1%	.
CCOC(=O)c1ccccc1Cc1nc2ccccc2c(=O)[nH]1	0.6%	10
Cc1cc(C)c(C(N)=O)c(NCCc2ccccc2)n1	1.8%	1

2 entries from above, with values under each structure.
Second line of a record – M. tuberculosis GlmU | Mtb RmlCD inh
O=C(N/N=C/C(Br)=C\c1ccccc1)c1cccs1
  0.4% | 1
C=CCN1C(=O)/C(=C\c2ccc(Oc3nc(N4CCOCC4)nc(N4CCOCC4)n3)c(OC)c2)SC1=S
  1.1% | -5

(further entries)
SMILES	M. tuberculosis GlmU	Mtb RmlCD inh
CCn1c(O)c(N=NC(=S)NCC2CCCO2)c2ccccc21 (stereo unspecified)	0.0%	8
N#Cc1c(-c2ccccc2)cc(C2CC2)nc1SCC(=O)O	0.4%	-12
ONC(=Nc1ccccc1Cl)c1ccccc1Cl	1.5%	15
Cc1c(Cl)c(-c2n[nH]c(=S)n2-c2ccc(F)cc2)nn1C	6.2%	.
CCOC(=O)c1[nH]c2ccccc2c1NC(=O)CCN1CCN(C(=O)OCC)CC1	-0.6%	8
CCN(CC)C1=N/C(=C\c2ccco2)C(=O)N1c1ccccc1	3.8%	-12
c1ccc2c(Nc3ccc4c(c3)OCCO4)c3c(nc2c1)CCC3	-1.6%	19
Cc1ccccc1N1OC2C(=O)N(c3ccc(F)cc3)C(=O)C2C1c1ccccn1 (stereo unspecified)	-9.7%	24
CC(=O)Oc1ccc(C(=O)Nc2cccc(C(=O)NC(C)(C)C)c2)cc1	3.2%	-12
CCc1nnc(SCC(=O)NC2CCCCC2)nc1CC	-5.7%	1
O=C(N/N=C/c1ccc2ncccc2c1)c1ccco1	-4.2%	39
Cc1ccc(C(c2sc3nc(C)nn3c2O)N2CCN(c3ccccc3)CC2)cc1 (stereo unspecified)	5.5%	.

A portion of the results above, as a working copy:
SMILES	M. tuberculosis GlmU	Mtb RmlCD inh
Cc1ccc(C2CC(=O)N(c3ccc(F)cc3)C3=C2C(=O)CCC3)cc1 (stereo unspecified)	7.1%	.
CCOC(=O)c1ccccc1Cc1nc2ccccc2c(=O)[nH]1	0.6%	10
Cc1cc(C)c(C(N)=O)c(NCCc2ccccc2)n1	1.8%	1
CCn1c(O)c(N=NC(=S)NCC2CCCO2)c2ccccc21 (stereo unspecified)	0.0%	8
N#Cc1c(-c2ccccc2)cc(C2CC2)nc1SCC(=O)O	0.4%	-12
ONC(=Nc1ccccc1Cl)c1ccccc1Cl	1.5%	15
Cc1c(Cl)c(-c2n[nH]c(=S)n2-c2ccc(F)cc2)nn1C	6.2%	.
CCOC(=O)c1[nH]c2ccccc2c1NC(=O)CCN1CCN(C(=O)OCC)CC1	-0.6%	8
CCN(CC)C1=N/C(=C\c2ccco2)C(=O)N1c1ccccc1	3.8%	-12
c1ccc2c(Nc3ccc4c(c3)OCCO4)c3c(nc2c1)CCC3	-1.6%	19
Cc1ccccc1N1OC2C(=O)N(c3ccc(F)cc3)C(=O)C2C1c1ccccn1 (stereo unspecified)	-9.7%	24
CC(=O)Oc1ccc(C(=O)Nc2cccc(C(=O)NC(C)(C)C)c2)cc1	3.2%	-12
CCc1nnc(SCC(=O)NC2CCCCC2)nc1CC	-5.7%	1
O=C(N/N=C/c1ccc2ncccc2c1)c1ccco1	-4.2%	39
Cc1ccc(C(c2sc3nc(C)nn3c2O)N2CCN(c3ccccc3)CC2)cc1 (stereo unspecified)	5.5%	.

(further entries)
SMILES	M. tuberculosis GlmU	Mtb RmlCD inh
CCc1cccc(CC)c1NC(=O)COC(=O)c1cccc(S(=O)(=O)N2CCc3ccccc3C2)c1	-4.7%	.
O=C(NCc1ccccn1)Nc1ccc2c(c1)OCO2	2.9%	-14
O=C1OC(Nc2cc(Br)cc3cccnc23)c2ccccc21 (stereo unspecified)	2.9%	-9
Cc1ccc(Nc2nc(CSc3nnc(-c4ccncc4)n3C)cs2)cc1	-10%	5
COC(=O)c1ccc2nc(NC(=O)C(C)(C)C)sc2c1	-4.7%	9
O=C(NNC(=O)c1cc2cc(OC(F)(F)F)ccc2[nH]1)c1cccc(C(F)(F)F)c1	-7.2%	.
COC(=O)CN(c1nc(C)c(Br)c(OC)n1)S(=O)(=O)c1ccc(C)cc1	1.2%	-4
CN(C(=O)c1cccc(COc2ccc(Cl)cc2Cl)c1)c1ccccc1	1.5%	.
CCC(=O)c1ccc(/C=C/c2nc3ccccc3n2C)o1	4.2%	2
COC(=O)c1ccccc1NC(=O)c1sc(=S)n(C)c1N	1.1%	?
O=C(CSc1nnc(Cn2c(=O)sc3ccccc32)n1-c1ccccc1)N1CCCC1	-1.9%	4
O=C(CSc1ccc(-c2ccc(Cl)cc2)nn1)Nc1ccc2c(c1)OCCO2	1.2%	6
CCn1c(C)c(C(C)=O)c(N2CCCC2)nc1=S	-3.0%	49
C=CCn1c(O)c(C(CC)=NCCc2ccccc2)c(=O)[nH]c1=O	.	-6
Nc1c(C(=O)Nc2ccc3c(c2)OCCO3)nnn1CCc1ccccc1	3.8%	6
COc1ccc(C(=O)c2ccc(Br)cc2)cc1	-6.3%	.
O=c1[nH]c(NCc2ccco2)nnc1Cc1ccccc1Cl	2.0%	-1
CCC(C)NCCOc1ccc(C(C)(C)c2ccccc2)cc1 (stereo unspecified)	-6.4%	11
Cc1c(NC(=O)c2ccc(N3C(=O)C4C5C=CC(C5)C4C3=O)cc2)c(=O)n(-c2ccccc2)n1C (stereo unspecified)	0.7%	.
CCSCCOC(=O)C1=C(C)NC(=O)NC1c1ccc2c(c1)OCO2 (stereo unspecified)	0.6%	4
CC(Sc1nc(=O)cc(N)n1CCc1ccccc1)C(=O)NCc1ccccc1 (stereo unspecified)	-3.8%	-25
COc1ccccc1-n1ccnc1SCC(=O)NCc1ccco1	2.0%	1
Cc1ccc(N=Nc2[nH]c3ccccc3c2O)cc1	3.2%	0
O=C(Nc1nc(-c2ccc(Oc3ccccc3)cc2)cs1)C1=COCCO1	-7.3%	1
COc1ccccc1NCC(=O)N/N=C/c1cccnc1	-2.5%	.
COCCn1c(=NC(=O)/C=C/c2ccccc2Cl)sc2cc(NC(C)=O)ccc21	-2.4%	?
COc1cc(CN2CCN(CCOCCO)CC2)cc(OC)c1OC	4.0%	-10
Cc1ccc(N(CC(=O)N/N=C/c2ccc(OC3CSC3)cc2)S(=O)(=O)c2ccccc2)c(C)c1	0.9%	8
Cc1cc(=O)[nH]c2c(C)c(Cl)ccc12	-6.9%	.
FC(F)(F)c1cc(N2CCN(Cc3ccccc3)CC2)c2ccccc2n1	0.5%	12
CCOc1ccc(Br)cc1S(=O)(=O)N1CCC(C(=O)O)CC1	3.3%	4
O=C(CNC(=O)c1ccc(N2C(=O)c3ccccc3C2=O)cc1)OCC(=O)c1cccc2ccccc12	-0.9%	7
CC(=O)Nc1cccc(NC(=S)Nc2ccc(F)cc2F)c1	-2.6%	.
O=C1CSC2=NCN(c3ccc4c(c3)OCO4)CN12	-1.7%	1
CCOC(=O)c1sc(N)c(C(=O)Nc2ccccc2)c1C	3.0%	-1
COC(=O)c1cn(NC(=O)c2ccccc2[N+](=O)[O-])c(=O)c2ccccc12	-1.9%	-7
CCN(CCO)Cc1cc(=O)oc2c(C)c(C)ccc12	-4.5%	-11
CCOC(=O)c1cc2occc2n1CC(=O)NC1CCC(C)CC1 (stereo unspecified)	-7.5%	12
CCn1c(SCC(=O)NNC(=O)c2ccc(C)cc2)nnc1-c1ccco1	0.0%	7
CC(=O)Nc1ccc(-n2nnnc2SCC(=O)N2CCN(C(=O)c3ccco3)CC2)cc1	-3.8%	.
CC1CCN(S(=O)(=O)c2ccc(NC(=O)CN3CCOCC3)cc2)CC1	0.6%	-9
O=C(Nc1ccccc1-c1nc2ccccc2[nH]1)c1ccc(N2C(=O)CCC2=O)cc1	3.5%	-16
O=c1c2ccccc2nc(CN2CCOCC2)n1-c1ccccc1F	-4.7%	-25
CCOC(=O)c1c(NC(N)=O)sc(C)c1C	3.0%	.
O=C(NC1CCCCC1)Nn1c(-c2ccccc2)nc2ccccc2c1=O	2.6%	6
CCn1c(SCC(=O)NCCc2ccccc2)nnc1-c1ccco1	-0.1%	-7
CCOC(=O)Cc1csc(NC(=O)c2ccc(S(=O)(=O)N3CCOCC3)cc2)n1	-4.0%	15
O=C(Nc1nnc(SCC(=O)N2CCCc3ccccc32)s1)c1cccc2ccccc12	5.4%	-9
CCc1ccccc1Nc1nc(N)nc(CSCC(=O)c2cc(C)n(C)c2C)n1	0.7%	.
Cn1c(COc2ccc3ccccc3c2)nnc1SCC(=O)OC1CCCCC1	-6.9%	.
CC(C)(C)C1CCC2(CC1)NC(CO)(CO)CO2 (stereo unspecified)	0.3%	-5
CC(C)NC(=O)c1ccccc1NC(=O)CCc1ccccc1	-0.3%	.
O=C1c2ccccc2C(O)N1Cc1ccc2c(c1)OCO2 (stereo unspecified)	1.4%	.
COc1cc(NC(=O)C2CCC(CNc3c(N4CCC(C)CC4)c(=O)c3=O)CC2)cc(OC)c1 (stereo unspecified)	2.8%	.

This is a subset; the hit share may differ from the screen's.
